TRPC4 inh = blocks the mouse TRPC4 cation channel; Q9QUQ5; HEK293 TRPC4beta/mu-opioid, DAMGO-evoked Fluo4 calcium flux; active compounds read low; B-score at 10 µM; 300,000 tested, 0.39% active;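 active = B-score over 3 SD under the library average, no early fluorescence shift, positive overall ratio signal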
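material = TRPC4beta/mu-opioid receptor HEK293 cell line | probe or stimulus = sequential submaximal and maximal DAMGO stimulation | compound dosing = one concentration per compound | measured by = Fluo4 Ca2+ flux fluorescence | evaluation = integrated fluorescence ratio relative to baseline, converted to per-well B score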
KCNQ1 block = blocks the human KCNQ1 potassium channel; 310,000 tested, 1.3% active; CHO-K1 KCNQ1, FluxOR thallium flux fluorescence; active compounds read high; P51787; B-score at 10 µM;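 active = compounds whose thallium flux B-score, printed positive for inhibition, exceeds three library SD while starting fluorescence stays within three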;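 note: channel opened by potassium depolarization with thallium stimulus after 20 min compound exposure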
Target sequence (P51787 whole entry, looked up): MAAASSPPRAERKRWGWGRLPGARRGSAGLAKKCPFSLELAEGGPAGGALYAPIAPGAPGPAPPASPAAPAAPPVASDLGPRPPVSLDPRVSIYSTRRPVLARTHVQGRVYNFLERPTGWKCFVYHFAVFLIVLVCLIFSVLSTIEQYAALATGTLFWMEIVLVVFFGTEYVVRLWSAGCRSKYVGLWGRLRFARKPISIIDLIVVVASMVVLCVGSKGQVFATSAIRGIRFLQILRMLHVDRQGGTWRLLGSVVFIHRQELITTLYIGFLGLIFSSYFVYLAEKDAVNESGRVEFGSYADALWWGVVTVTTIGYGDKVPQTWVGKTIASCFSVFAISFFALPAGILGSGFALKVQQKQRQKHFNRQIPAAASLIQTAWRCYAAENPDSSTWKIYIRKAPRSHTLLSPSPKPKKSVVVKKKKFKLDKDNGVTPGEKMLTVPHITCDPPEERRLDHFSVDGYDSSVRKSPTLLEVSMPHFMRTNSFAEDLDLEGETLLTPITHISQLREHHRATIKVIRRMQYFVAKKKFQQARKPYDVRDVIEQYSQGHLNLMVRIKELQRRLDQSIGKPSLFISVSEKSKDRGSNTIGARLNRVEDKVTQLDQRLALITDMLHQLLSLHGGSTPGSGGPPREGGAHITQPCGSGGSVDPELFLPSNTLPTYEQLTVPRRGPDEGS
PolyA inh = yeast polyadenylation inhibition | S. cerevisiae SKY197-pL101 polyadenylation reporter, beta-gal luminescence; efflux-impaired pdr1/pdr3 knockout yeast; score 100 = 6 SD above DMSO | calls only at 12 µM | 300,000 tested, 0.02% active | AID 1875;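 active = lowest replicate activity score at least 50, where 100 means six control SD above control mean; inconclusive = lowest score under 50 but half or more replicates reach 50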;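 note: yeast exposed to compound for 9 h at 30 °C; higher score means more reporter readthrough which indicates perturbed polyadenylation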
KCNK3 inh = human KCNK3 channel inhibition, primary screen | O14649 | CHO-KCNK3 thallium flux, FluxOR fluorescence; active compounds read low | B-score at 10 µM | 340,000 tested, 0.84% active;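 active = B-score under library mean minus 4 SD, starting fluorescence ratio at most library mean plus 5 SD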;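 note: more negative B-score means stronger inhibition of thallium flux through KCNK3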
Target sequence (O14649 whole entry, looked up): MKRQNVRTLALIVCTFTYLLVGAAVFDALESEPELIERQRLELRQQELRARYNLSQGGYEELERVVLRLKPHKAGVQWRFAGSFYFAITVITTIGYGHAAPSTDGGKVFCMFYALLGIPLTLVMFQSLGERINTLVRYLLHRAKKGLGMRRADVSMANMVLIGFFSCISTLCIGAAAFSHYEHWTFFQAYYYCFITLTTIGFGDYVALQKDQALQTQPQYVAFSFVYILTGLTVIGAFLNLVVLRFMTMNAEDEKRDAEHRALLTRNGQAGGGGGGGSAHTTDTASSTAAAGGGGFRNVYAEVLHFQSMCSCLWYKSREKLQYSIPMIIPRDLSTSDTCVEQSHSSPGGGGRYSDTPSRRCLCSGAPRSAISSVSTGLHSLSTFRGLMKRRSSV
Platelet DG rel = platelet dense granule release activity | human platelet-rich plasma, SFLLRN dense granule ATP release, luminescence | inhibition, %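 (compounds screened at 7.5 µM in platelet-rich plasma)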 | 300,000 tested, 0.22% active;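 active = mean replicate score, as percent of positive control, at or above 50; inconclusive = mean below 50 but at least one replicate at or above 50; inactive = mean and every replicate below 50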
KCNK9 block = inhibitors of human KCNK9 two-pore domain potassium channel. Q9NPC2. HEK293 KCNK9, FluxOR thallium flux fluorescence; active compounds read low. B-score at 10 µM. 310,000 tested, 1.2% active;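 active = ratio B-score over 3 SD below the library mean, with starting fluorescence within 5 SD of its mean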;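 note: negative B-score means less thallium flux so channel inhibition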
DYRK1A inh = Dyrk1A (rat) kinase inhibition; 310,000 tested, 0.43% active; inhibition, % at 12.5 µM; Q63470; ADP-Glo luminescence, NFATc1 peptide; in the data active = inhibition above about 50%;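 note: plate controls were vehicle with enzyme for no effect and no enzyme for full effect; many of its hits are not listed in these tables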
KCNQ1 act = potentiators or activators of human KCNQ1 potassium channel. P51787. CHO-K1 KCNQ1, thallium flux FluxOR fluorescence; active compounds read high. B-score at 10 µM. 310,000 tested, 0.35% active. AID 2648;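 active = fluorescence ratio B-score, a plate-corrected score, at least three library SD, with initial intensity B-score within 5 SD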
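System: CHO-K1 cells stably expressing KCNQ1 / Medium: assay buffer for compound exposure, DMSO matched across wells / Reagent: thallium- and potassium-containing depolarizing buffer / Compound: one concentration, matched DMSO / Incubation: 20 min compound pretreatment at room temperature / Measured by: kinetic FluxOR fluorescence, 10 s baseline plus 110 s post-stimulus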
TRPC4 agonist = TRPC4 (mouse) channel activation. Q9QUQ5. HEK293 TRPC4beta/mu-opioid, Fluo4 calcium fluorescence; active compounds read high. 310,000 tested, 0.49% active. B-score at 10 µM;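 active = B-score above 5 SD of library B-scores, and initial fluorescence ratio not above library mean plus 5 SD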;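 note: positive B-score marks a calcium rise read as TRPC4 activation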
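Incubation: 45 min room-temperature Fluo4 loading, 110 s read / System: HEK293 cells stably co-expressing mouse TRPC4beta and mu-opioid receptor / Signal: Fluo4 fluorescence, kinetic / Control set: buffer (low) and maximal DAMGO (high) / Measure: integrated baseline-normalised fluorescence ratio, converted to per-well B score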
TRPC4 potent = TRPC4 (mouse) allosteric potentiation; Q9QUQ5; HEK293 TRPC4beta/mu-opioid, DAMGO EC20, Fluo-4 Ca2+ flux; active compounds read high; B-score at 10 µM; 310,000 tested, 0.42% active; AID 2227;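 active = B-score of calcium response area above 5 SD of library B-scores, with initial fluorescence ratio within 5 SD of library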;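 note: B-score of integrated fluorescence ratio over time as area under calcium response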
hERG protect = compounds protecting human hERG from proarrhythmic drug block; Q12809; CHO-hERG, FluxOR thallium flux, dofetilide IC70 present; activation (rescue from dofetilide block), less the hit threshold, % at 10 µM; 310,000 tested, 0.51% active;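 active = activation above the mean of controls blocked by dofetilide plus 5 SD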;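 note: thallium influx through hERG after potassium depolarization seen as dye fluorescence rise; in these data hits start at about 4.7%; inactives centre near -7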
An asterisk follows results filed as active; i = inactive; ? = inconclusive; . = not tested or not shown. A portion of the library (hit frequency here may not be typical).

SMILES	TRPC4 inh	KCNQ1 block	PolyA inh	KCNK3 inh	Platelet DG rel	KCNK9 block	DYRK1A inh	KCNQ1 act	TRPC4 agonist	TRPC4 potent	hERG protect
O=C(Nc1ccc2c(c1)OCCO2)c1ccc(Cl)c(Cl)c1	i	i	i	i	2	i	10	i	i	i	-8
COc1ccc(-c2oc(NC(=O)c3ccc(C)cc3)c(C#N)c2-c2ccc(OC)cc2)cc1	i	i	i	i	16	i	-3	i	i	i	-1
O=C(Cn1c(NCCO)nc2ccccc21)c1cccs1	i	i	i	i	6	i	-5	i	i	i	-4
CCC(C(=O)Nc1ccccc1F)n1nc(C)c2c(C)n(-c3ccccc3)nc2c1=O (configuration not stated)	i	i	i	-12*	8	i	-8	i	i	i	-9
Cc1nc2ccccn2c1C(=O)N/N=C/c1ccc([N+](=O)[O-])cc1	i	i	i	.	0	i	.	i	i	i	-6
CCO[C@@H]1OC(C(=O)O)=C[C@H](c2ccc3c(c2)OCO3)[C@H]1CCCO	i	i	i	i	2	i	2	i	i	i	-4
Cc1cc(C)c(C#N)c(Nc2cccc(C)c2C)n1	i	i	i	i	5	i	-1	i	i	i	-9
CCCCNC(=O)CSc1nc2cc(OC)c(OC)cc2c(=O)n1Cc1ccc(OC)cc1	i	i	i	i	5	i	9	i	i	i	-11
c1ccc(SCCN2CCN(c3ccccc3)CC2)cc1	i	i	i	i	32	i	11	i	i	i	-8
O=C(Nc1cccc2ccccc12)c1ccc([N+](=O)[O-])o1	i	i	i	i	-13	i	-2	i	i	i	-11
Cc1[nH]c(=O)[nH]c(=O)c1S(=O)(=O)N1CCN(c2ccccc2)CC1	i	i	i	i	-4	i	.	i	i	i	-7
COc1ccccc1NC(=O)C(Cc1ccc(Cl)cc1)c1nn[nH]n1 (configuration not stated)	i	i	i	i	0	i	-8	i	i	i	-18
O=C(Nc1ccc(N2CCN(C(=O)c3ccco3)CC2)cc1)c1cccnc1Cl	i	i	i	i	9	i	1	i	i	i	-4
CN1CCN(C(=O)/C(=C/c2cccnc2)NC(=O)c2cccc(Br)c2)CC1	i	i	i	i	-36	i	0	i	i	i	-8
CC(NC(=O)c1ccc(N2CCNCC2)c([N+](=O)[O-])c1)C12CC3CC(CC(C3)C1)C2 (configuration not stated)	i	i	i	.	4	i	.	i	i	i	-18
O=S(=O)(NCCc1ccccc1)c1ccc(S(=O)(=O)N2CCCCC2)cc1	i	i	i	i	-5	i	-4	i	i	i	-7
Nc1c(C(=O)NCCN2CCOCC2)c2nc3ccccc3nc2n1-c1ccccc1	i	i	i	i	0	i	.	i	i	i	-9
O=C(Cc1cccs1)NNC(=S)NCc1ccc(Cl)cc1	i	i	i	-11*	-6	-7.7*	0	i	i	i	-6
CCOC(=O)C1CCN(c2ncnc3c2c(-c2ccccc2)cn3-c2ccccc2)CC1	i	9*	i	i	0	i	.	i	i	i	-22
COc1ccc(C2c3c(ncn(CCCO)c3=N)Oc3ccc4ccccc4c32)cc1OC (configuration not stated)	i	i	i	i	-7	i	.	i	i	i	-13

Just TRPC4 agonist and Platelet DG rel (2 entries from above):
structure	TRPC4 agonist	Platelet DG rel
Cc1[nH]c(=O)[nH]c(=O)c1S(=O)(=O)N1CCN(c2ccccc2)CC1	i	-4
CC(NC(=O)c1ccc(N2CCNCC2)c([N+](=O)[O-])c1)C12CC3CC(CC(C3)C1)C2 (configuration not stated)	i	4

Next entries.
SMILES	TRPC4 inh	KCNQ1 block	PolyA inh	KCNK3 inh	Platelet DG rel	KCNK9 block	DYRK1A inh	KCNQ1 act	TRPC4 agonist	TRPC4 potent	hERG protect
CC(=O)Nc1ccc(S(=O)(=O)NCCC(=O)Nc2cc(C)ccn2)cc1	i	i	i	i	-20	i	-6	i	i	i	-15
CCCCNC(=O)NNC(=O)c1cc(C)on1	i	i	i	i	-3	i	9	i	i	i	-5
O=C(O)/C=C/C(=O)Nc1ccc(Cl)cc1C(=O)c1ccccc1	i	i	i	i	-16	i	4	i	i	i	-8
CCN(CC)CCCC1(CN)OCCc2ccccc21 (configuration not stated)	i	i	i	i	1	i	2	i	i	i	-2
O=[N+]([O-])c1ccccc1OCCCn1cnc2ccccc21	i	i	i	i	5	i	.	i	i	i	-8
CNC(=O)NNC(=O)c1csc(Cc2c(Cl)sc3ccc(Cl)cc23)n1	i	i	i	i	8	i	7	i	i	i	-6
Clc1ncc2[nH]cnc2n1	i	i	i	i	?	i	1	i	i	i	-5
N#Cc1c(NC(=O)c2cccc(S(=O)(=O)Nc3ccc(C(=O)O)cc3)c2)sc2c1CCCC2	i	i	.	i	-1	i	15	i	i	i	-8
O=C(CSc1nc2ccccc2c(=O)n1-c1ccc(F)cc1)Nc1ccc(N2CCOCC2)cc1	i	i	i	i	-1	i	1	i	i	i	-3
O=C(NNS(=O)(=O)c1ccc(Br)cc1)c1ccncc1	i	i	i	i	4	i	-3	i	i	i	-10
CC(C)[C@H](NC(=O)N1CCn2c1nc1ccccc12)C(=O)NCC1CCCO1 (some centres not stated)	i	i	i	i	-3	i	1	i	i	i	-8
CCC(=O)c1ccc(OCC(=O)OCC(=O)N2CCc3ccccc32)cc1	i	i	i	i	-2	i	4	i	i	i	-15
O=S(=O)(c1ccc2nc(Nc3ccccc3)ccc2c1)N1CCCCC1	i	i	i	i	-12	i	-1	i	i	i	-16
COn1c(SCC(=O)N(C)C)nc2ccccc2c1=O	i	i	i	i	-1	i	9	i	i	i	-4
Cc1ccc(NC(=O)Cc2c(C(=O)O)n(C)c3ccccc23)cc1F	i	i	i	i	-5	i	-2	i	i	i	-5
COc1cc(C2/C(=C(\O)c3ccc4c(c3)CC(C)O4)C(=O)C(=O)N2Cc2ccco2)ccc1O (configuration not stated)	i	i	i	i	8	i	0	i	i	i	-11
O=C(CCCl)Nc1ccc(S(=O)(=O)NCc2ccco2)cc1	i	i	i	i	-6	i	2	i	i	i	-16
CCC1C(=O)N=C(SCC(=O)Nc2ccc(Br)cn2)NC1=O (configuration not stated)	i	i	i	i	-2	i	15	i	i	i	-4
CSc1ccc(/C=N\NC(=O)CC(=O)NC(C)C)cc1	-8*	i	i	i	9	i	-2	i	i	i	-10
O=C(CCc1ccccc1)NNC(=O)Cc1ccc(Cl)cc1	i	i	i	i	2	i	-6	i	i	i	-9
C/C(=N\OC(=O)NC(C)C)c1sc(-c2ccc(Cl)cc2)nc1C	i	i	i	i	4	i	-6	i	i	i	-8
C=CCOc1cccc(/C=N/NC(=O)C(=O)NCc2ccco2)c1	i	i	i	i	3	i	3	i	i	i	-5
Cn1c(CCNC(=O)c2ccco2)nc2cc(NC(=O)c3ccccc3Cl)ccc21	i	i	i	i	20	i	2	i	i	i	-5
Cc1ccc(C(=O)COc2ccccc2N2C(=O)c3ccccc3C2=O)cc1	i	i	i	i	-2	i	3	i	i	i	-2
CCOC(=O)c1c(N2C(=O)Nc3ccccc3N2O)sc2c1CCCCC2	i	i	i	i	6	i	-5	i	i	i	0
Cc1cc2ncn(-c3ncnc4sc5c(c34)CCCC5)c2cc1C	i	i	i	.	2	i	.	i	i	i	-2
CC(C(=O)Nc1ncn[nH]1)N1C(=O)c2ccccc2C1=O (configuration not stated)	i	i	i	i	3	i	6	i	i	i	-4
COc1ccc(C(C)=O)cc1COC(=O)c1ccc(S(=O)(=O)N(C)C)cc1	i	i	i	i	-19	i	-5	i	i	i	-9
CC(Oc1ccccc1)C(=O)N1CCC2(CC1)Oc1ccc(Cl)cc1C(=O)C21CC(c2ccccc2)=NO1 (configuration not stated)	i	i	.	.	0	i	.	i	i	i	-5
COC(=O)c1ccc(OCCOc2ccccc2)cc1	i	i	i	i	-3	i	4	i	i	i	-6
COc1ccc(N2CCN(C3CCCN(Cc4cccc(C(C)=O)c4)C3)CC2)cc1 (configuration not stated)	i	i	.	i	1	i	6	i	i	i	-5
CC(=O)c1ccc(N2CCN(C(=O)C3(S(=O)(=O)c4ccc(Cl)cc4)CC3)CC2)cc1	i	i	i	i	0	i	-7	i	i	i	-8
O=C(O)Cc1ccc(NC(=O)c2ccc(NC(=O)C3CC3)cc2)cc1	i	i	i	i	-8	i	-4	i	i	i	-7
O=C(/C=C/c1ccccc1[N+](=O)[O-])N1CCOCC1	i	i	i	i	-7	i	2	i	i	i	-3
O=C(NCCN1CCOCC1)c1cccc(S(=O)(=O)N(Cc2ccccc2)c2ccccc2)c1	i	i	i	i	-2	i	8	i	i	i	-14
Cc1ccc(S(=O)(=O)CC(O)COc2ccc(F)cc2Cl)c(C)c1 (configuration not stated)	i	i	i	i	2	i	3	i	i	i	-6
C/C(=C/CCC(C)C1CCC2(C)C3CCC4C(C)(C)C(=O)CCC4(C)C3=CCC12C)C(=O)O (configuration not stated)	.	i	i	.	-1	i	.	29*	i	i	9.5*
O=C1NCC(COCc2ccccc2)O1 (configuration not stated)	i	i	i	i	2	i	-2	i	i	i	-6
COCCNC(=O)c1ccc(Cn2c(SCC(=O)NCC3CCCO3)nc3ccc(Br)cc3c2=O)cc1 (configuration not stated)	i	i	i	i	-6	i	1	i	i	i	-4
CC(C)CN1CCC(CN(C)Cc2nc(-c3cnccn3)no2)CC1	i	i	i	i	-1	i	.	i	i	i	-9
O=C(Nc1ccccc1Cl)NC1(C(=O)N2CCCCC2)CCCCC1	i	i	i	i	2	i	-22	i	i	i	-8
Cn1c(=O)c2c(n(Cc3ccccc3)c1=O)NC(=O)C2CC(=O)NCc1cccc(Cl)c1 (configuration not stated)	i	i	i	i	-1	i	.	i	i	i	-6
COc1cccc(C(=O)Nc2ccc(S(=O)(=O)N3CCN(C)CC3)cc2)c1	i	i	i	i	-9	i	-1	i	i	i	-10
CCOc1ccc2nc(SCc3ccc(F)cc3)sc2c1	i	i	i	i	-15	i	5	i	i	i	-6
COCCn1c(C)cc(C(=O)CSc2n[nH]c(N)n2)c1C	i	i	i	i	6	i	9	i	i	i	-1
CCc1ccccc1NC(=S)NCc1cccn1C	i	i	i	i	-10	i	0	i	i	i	-7
CCOC(=O)c1c(NS(=O)(=O)c2ccc(Br)cc2)sc2c1CCC2	i	i	i	i	-2	i	-17	56*	i	i	62*
CCOC(=O)c1[nH]c2ccccc2c1NC(=O)c1ccc(S(=O)(=O)N2CCCC2)cc1	i	i	i	i	7	i	1	i	i	i	-8

Screening results as filed in PubChem BioAssay.
